Assay outcomes (PubChem BioAssay)
POLI inh: DNA polymerase iota (human) inhibition | AID 588590 | 390,000 compounds, 1% hits | Pol iota fluorescent replication assay, 10 min | Potency, µM (series often up to 115 µM), inactives show at the highest dose activity, negative = inhibition, actives largely listed as inhibitors | Q9UNA4; also: potency is read from the fitted curve at half-maximal effect
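Pol iota at 10 nM preincubated 15 min with compounds at room temperature; reaction started with fluorescent substrate, 50 nM final. Fluorescence read kinetically at 0 and 10 min; buffer-only wells as negative control.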
Pol beta inh: DNA polymerase beta (human) inhibition. 340,000 compounds, 1.3% hits. Potency, µM (titrated, usually from 114 µM), for the others: top-dose activity change, negative = inhibition, usual class: inhibitors. Pol beta primer extension/strand displacement, fluorescence kinetic. P06746; also: potency is read from the fitted curve at half-maximal effect; % is scaled to controls: 0 for no effect and ±100 for the full control effect
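Reaction started by 50 nM substrate onto compound-treated Pol beta (10 nM, 15 min preincubation, room temperature); plates read at 0 min and 10 min. Normalized concentration-effect data fitted by four-parameter Hill equation.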
TRHR agonist: agonists of human TRH receptor | activation, % at 2 µM | TRHR cells, calcium flux fluo-8, FDSS agonist mode | 360,000 compounds, 0.18% hits | P34981; in the data active = activation above about 30%; also: 0% is about no effect
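In this calcium-flux screen, cells bearing human TRHR are dye-loaded with fluo-8, baselined for 10 cycles, then exposed to library compounds; positive kinetic calcium responses during the agonist phase mark hits, with TRH as control.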
12-LOX inh: inhibitors of human 12S-lipoxygenase ALOX12; Potency, µM (top dose mostly 108 µM), inactives show top-dose activity change, negative = inhibition, most hits filed as inhibitors; 580,000 compounds, 1.1% hits; purified 12hLO, xylenol orange hydroperoxide absorbance; AID 1671190; also: potency is read from the fitted curve at half-maximal effect; % is scaled to controls: 0 for no effect and ±100 for the full control effect
Target sequence (P18054 whole entry, looked up): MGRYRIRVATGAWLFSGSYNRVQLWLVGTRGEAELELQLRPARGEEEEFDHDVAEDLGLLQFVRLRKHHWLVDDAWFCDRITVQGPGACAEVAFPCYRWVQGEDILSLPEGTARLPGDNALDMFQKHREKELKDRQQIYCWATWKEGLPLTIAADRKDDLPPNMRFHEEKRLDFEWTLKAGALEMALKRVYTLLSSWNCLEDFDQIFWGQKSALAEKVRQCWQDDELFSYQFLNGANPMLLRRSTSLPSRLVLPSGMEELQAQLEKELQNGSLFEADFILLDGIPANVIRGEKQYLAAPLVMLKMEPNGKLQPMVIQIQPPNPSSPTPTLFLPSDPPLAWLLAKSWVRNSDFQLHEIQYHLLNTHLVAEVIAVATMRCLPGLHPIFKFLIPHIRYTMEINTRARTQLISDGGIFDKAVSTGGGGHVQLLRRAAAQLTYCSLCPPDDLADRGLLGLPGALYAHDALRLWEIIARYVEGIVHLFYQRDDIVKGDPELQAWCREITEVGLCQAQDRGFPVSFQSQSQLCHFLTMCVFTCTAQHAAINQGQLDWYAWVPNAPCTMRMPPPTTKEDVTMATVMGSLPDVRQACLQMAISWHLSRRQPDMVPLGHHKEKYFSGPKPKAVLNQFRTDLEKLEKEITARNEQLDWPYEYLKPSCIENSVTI
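Purified human 12hLO (150 nM final) in 25 mM Hepes, 0.01% Triton X-100, pH 7.0 was preincubated 15 min at room temperature with compound. Then 40 uM arachidonic acid was added, 30 min. Hydroperoxide was read by Fe-XO absorbance ratio 573/405 nm.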
ERG-DNA inh: inhibitors of human ERG Ets domain-DNA interaction. P11308. fluorescence polarization, His-ERG Ets domain / labelled DNA. Potency, µM (titrated, usually from 76.9 µM), for inactives: at the top dose FP activity, negative = inhibition, actives largely listed as inhibitors. 370,000 compounds, 0.028% hits. AID 624246; active = well fitted inhibition curve with a large enough effect in the polarisation, with a control signal flat; inconclusive = small, poorly fitted or top-dose-only effect, or effect the other way, or a change in a side signal; inactive = no such curve, though single readings can be large or run the other way; the % refers to the polarisation;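 also: polarization taken with two DNA probes labelled with fluorescein and Texas red; potency is read from the fitted curve at half-maximal effect; % of control where 0% means no effect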
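His-tagged ERG Ets domain (1 uM in the protein solution; 300mM KCl, 50mM Tris-HCl, 1mM EDTA, 1mM DTT, pH 7.5) received compound, then a probe mix of 5 nM fluorescein-DNA and 100nM Texas-615-DNA. Fluorescence polarization was read for both dyes.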
APE1 inh: blocks human APE1 abasic DNA cleavage. recombinant APE1, TAMRA/BHQ-2 abasic DNA cleavage fluorescence. Potency, µM (doses to about 65.8 µM), inactives show top-dose activity change, negative = inhibition, usual class: inhibitors. P27695. AID 2517. 350,000 compounds, 0.35% hits;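 also: potency is read from the fitted curve at half-maximal effect; plate controls were vehicle for no effect and reference inhibitor for full effect; nearly all actives have a fitted effect of over 55% in size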
Target sequence (P27695 whole entry, looked up): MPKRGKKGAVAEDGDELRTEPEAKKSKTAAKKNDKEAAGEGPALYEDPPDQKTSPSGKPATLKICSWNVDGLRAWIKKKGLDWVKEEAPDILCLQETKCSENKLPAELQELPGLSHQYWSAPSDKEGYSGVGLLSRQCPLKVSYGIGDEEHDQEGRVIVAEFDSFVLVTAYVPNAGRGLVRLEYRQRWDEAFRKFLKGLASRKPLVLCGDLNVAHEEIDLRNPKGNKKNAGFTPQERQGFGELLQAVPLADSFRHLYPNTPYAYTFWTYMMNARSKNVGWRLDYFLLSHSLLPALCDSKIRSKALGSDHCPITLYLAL
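Incision of a quenched TAMRA/BHQ-2 THF abasic-site duplex (50 nM) by 0.75 nM APE1, after 15 min compound preincubation, measured as fluorescence increase over three 60 s reads. Values normalized to buffer, DMSO and NSC13755 control wells.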
Anesthetic bind: binds horse apoferritin like a general anesthetic; P02791; apoferritin/1-aminoanthracene competitive binding, fluorescence; Potency, µM (series often up to 77.5 µM), inactives show at the top dose activity change, negative = displacement, hits mostly inhibitors; 350,000 compounds, 0.074% hits; AID 485281; also: potency is read from the fitted curve at half-maximal effect; % is scaled to controls: 0 for no effect and ±100 for the full control effect; nearly all actives have a fitted effect of over 20% in size
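In PBS, apoferritin at 10 uM is loaded with 1-AMA from a 50% saturated solution. After 10 min of compound exposure at ambient temperature, reduced 535 nm fluorescence indicates probe displacement.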
Pol kappa inh: inhibitors of human DNA polymerase kappa. Q9UBT6. purified Pol kappa, fluorescent DNA synthesis assay, 10 min. Potency, µM (top dose mostly 107 µM), for the others: top-dose activity, negative = inhibition, usual class: inhibitors. 400,000 compounds, 0.53% hits; also: potency is read from the fitted curve at half-maximal effect; % is scaled to controls: 0 for no effect and ±100 for the full control effect
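First, compounds were pin-transferred onto 10 nM Pol kappa. After 15 min at room temperature, substrate was added to 50 nM final. Fluorescence was then measured kinetically at 0 and 10 min.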
BLM helicase inh: blocks DNA unwinding by human BLM helicase; P54132; recombinant BLM DNA unwinding, fluorescence dequenching; Potency, µM (top dose mostly 56.1 µM), for inactives: at the highest dose activity change, negative = inhibition, most hits filed as inhibitors; 350,000 compounds, 0.2% hits; AID 2528;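 also: potency is read from the fitted curve at half-maximal effect; plate controls were vehicle for no effect and no enzyme for full effect; nearly all actives have a fitted effect of over 35% in size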
Active calls of the source: *; u = inconclusive; x = no result given; [ ] = remark or other dose. Unless noted, calls follow the shape of the dose curve; as a rule, active = well fitted curve in the direction sought with a large enough effect; inconclusive = small, poorly fitted or top-dose-only effect, or another doubt; inactive = no such curve, though single readings can be large; an effect the other way counts as inactive or inconclusive. Not all compounds are listed; rates above refer to the full screens.

| canonical_smiles | BLM helicase inh | ERG-DNA inh | APE1 inh | Anesthetic bind | Pol beta inh | 12-LOX inh | Pol kappa inh | TRHR agonist | POLI inh |
| --- | --- | --- | --- | --- | --- | --- | --- | --- | --- |
| COCCCN(C(=O)C(C)Oc1ccc(Br)cc1)c1c(N)n(Cc2ccccc2)c(=O)[nH]c1=O (stereo not given) | x | x | 24% | x | x | -20% | -2% | 0.4 | 12% |
| CCCOc1ccc(-c2c(C(=O)N/N=C(\C)c3ccco3)nnn2-c2nonc2N)cc1 | -1% | 7% | 79%[activator] | -13% | 0% | 10% | 16% | 1.3 | 36%[activator] |
| O=C(NCc1ccccc1)C1CCCN(S(=O)(=O)c2ccc(-n3cnnn3)cc2)C1 (stereo not given) | -1% | 1% | -15% | 5% | -27% | -13% | -5% | 0.3 | 35%[activator] |
| O=C(Oc1ccc2ccc(OC(=O)N3CCCCCC3)cc2c1)N1CCCCCC1 | -9% | 8% | 3% | -19% | -7% | -1% | -6% | 0.1 | -7% |
| CCOCCCNC(=O)c1c(N)n(-c2ccc(S(N)(=O)=O)cc2)c2nc3ccccc3nc12 | -3% | -3% | -6% | 57%[activator] | 5% | -4% | -9% | -0.2 | 0% |
| FC(F)(F)c1cc(-c2ccco2)nc(NCCc2ccccc2)n1 | -13% | -2% | 1% | -16% | 10% | u | -27% | 2.2 | 12% |
| CN(Cc1nc(CCc2ccccc2)no1)Cc1cccs1 | -4% | -3% | -4% | -7% | -11% | 43%[activator] | -1% | -1.4 | 68%[activator] |
| C[C@H](CO)N1C[C@H](C)[C@@H](CN(C)S(=O)(=O)c2ccccc2)Oc2ccc(NC(=O)Nc3ccc(C(F)(F)F)cc3)cc2C1=O | x | 2% | 29% | x | x | u | 2% | x | 8% |
| CC1(C)CC2CC(C)(CN2C(=S)NC(=O)c2ccccc2Cl)C1 (stereo not given) | 5% | 3% | 13% | 5% | 10%[57.1 µM] | -26% | -3% | 0.1 | 18% |
| COc1cc(CN2CCN(Cc3ccc(C)cc3)CC2)c([N+](=O)[O-])cc1OC | -1% | -3% | -3% | -21% | 1% | -29% | -3% | 0.3 | 50%[activator] |
| COCCCN1C(=O)c2ccc(C(=O)OCC(=O)N3CCN(c4ccccc4)CC3)cc2C1=O | x | 6% | -23% | x | x | -21% | -12% | -0.4 | 10% |
| CCCCCCCCCC[Si](C)(C)CCC(=O)NC(Cc1ccc(C)cc1)c1ccccc1 (stereo not given) | x | x | -1% | x | 8%[57.1 µM] | x | 1%[60.1 µM] | x | 0%[58.9 µM] |
| CCOc1ccc(-c2nnc(SCC(=O)N3CCOCC3)o2)cc1 | 2% | 0% | 1% | -6% | 2% | -23% | 6% | -0.4 | 9% |
| O=C(O)CSc1nc2ccc(Br)cc2[nH]1 | x | 12% | x | x | x | 9% | -4% | x | 8% |
| Cc1cnc(C(=O)OC(C)C(=O)c2c(C)[nH]c3ccccc23)cn1 (stereo not given) | x | -4% | 28% | x | x | u | -14% | -0.1 | 18% |
| COc1ccc(OC)c(/C=C/C(=O)OCC(=O)Nc2ccc(Cl)c(S(=O)(=O)N(C)C)c2)c1 | -5% | -1% | u | 76%[activator] | -26% | 4% | -2% | -0.4 | 52%[activator] |
| COc1cc2ncc(S(=O)(=O)c3ccccc3)c(N3CCCC(C)C3)c2cc1OC (stereo not given) | -12% | 6% | -18% | -21% | 1% | u | -17% | -0.3 | -36% |
| CCN(CC)C(=O)C(=O)c1cn(CC(=O)NCC2CCCO2)c2ccccc12 (stereo not given) | -1% | -14% | 3% | -11% | 1% | 0% | -11% | -0.7 | 60%[activator] |
| C/C(=N\NC(=O)C1CC1)c1ccc(C)c(C)c1 | 0% | 4% | 11% | -4% | -2% | 478%[activator] | -3% | -0.7 | 6% |
| COc1ccc(-c2cc(C(F)(F)F)nc(NCc3ccco3)n2)cc1OC | -9% | 0% | -8% | -9% | 1% | x | -4% | 0.2 | 10% |
| COc1ccc(Br)cc1CNC(=O)C1CCC(=O)N1C(C)C (stereo not given) | x | -2% | x | x | x | 14% | 2% | x | 11% |
| CSc1cccc(NC(=O)N2CCN(C)CC2)c1 | -2% | 1% | -3% | 3% | 0% | -5% | -4% | 0.4 | -13% |
| CCN(CC(=O)Nc1ccccc1C(F)(F)F)C(=O)CCSc1ccc(F)cc1 | x | 3% | -4% | x | x | 4% | -8% | -0.1 | 18% |
| CCOc1ccc(S(=O)(=O)Nc2cccc(C(=O)NCCCN3CCCC3=O)c2)cc1 | x | -1% | 10% | x | x | -5% | 3% | -0.5 | 15% |
| CCSc1c(-c2ccccc2)nc2c(C)cccc2c1C(=O)O | 2% | -8% | 1% | -7% | 5% | 16% | -11% | 0.0 | 4% |
| Cn1cccc1Cc1nnc(SCC(=O)NC2CCCC2)n1-c1ccc(F)cc1 | -8% | 3% | 17% | -15% | 12% | 226%[activator] | -13% | 0.7 | 19% |
| COc1ccc(C2C3=C(CCCC3=O)Nc3nc(C(F)(F)F)nn32)c(OC)c1OC (stereo not given) | -8% | 0% | 2% | 2% | 28% | -34% | -2% | 0.7 | 8% |
| CCOc1ccc(-n2c(SCC(N)=O)nc3sc4c(c3c2=O)CCN(C)C4)cc1 | 0% | 23% | 4% | -14% | 15% | 0% | -1% | -0.2 | u |
| Cc1ccnc(N/C=C(/NC(=O)c2ccccc2)C(=O)N/N=C\c2ccc(Cl)cc2)n1 | -3% | 2% | 1% | -1% | 1% | -31% | -4% | 0.0 | 6% |
| O=C(NC1CCCCC1)N1CCCCCC1 | 0% | x | 14% | u | 42% | 4% | -10% | 0.7 | 12% |
| CCCOc1ccc(N2C(=O)CC(N3CCN(CCN=CC4C(=O)CC(C)(C)CC4=O)CC3)C2=O)cc1 (stereo not given) | -12% | -4% | 8% | -6% | 21% | -2% | -14% | 0.2 | 25% |
| CCNc1ccc(C(=O)OCC(=O)N2c3ccccc3NC(=O)C2(C)C)cc1[N+](=O)[O-] | -3% | 0% | 4% | u | -14% | -11% | -13% | -0.5 | u |
| CS(=O)(=O)N(CC(=O)N/N=C/c1cccs1)c1cccc(Cl)c1Cl | -6% | -14% | -7% | -17% | 8% | 0% | -13% | 0.6 | 10% |
| COc1cc(Cl)c(C)cc1NC(=O)[C@@H]1CCCN1C(=O)c1cccs1 | 3% | 2% | -1% | 6% | -15% | 0% | 3%[60.1 µM] | -0.5 | u |
| Cc1cc(C)n2nc(SCc3ncc(-c4ccccc4)o3)nc2n1 | 1% | -7% | 1% | u | 1% | -27% | -16% | 0.4 | 43%[activator] |
| O=C(NNC(=S)NC(=O)c1ccc(Br)cc1)c1cccc([N+](=O)[O-])c1 | -5% | -1% | -5% | -6% | 43% | 40µM* | -5% | 4.1 | -9% |
| CC(C)(CNC(=O)c1ccc([N+](=O)[O-])c(Cl)c1)CNC(=O)c1ccc([N+](=O)[O-])c(Cl)c1 | -4% | 0% | -3% | -22% | 18% | 12% | -8% | x | -3% |
| Cc1nn2c(NCCN(C)C)c3c(nc2c1-c1ccccc1)CCCC3 | -2% | -6% | -4% | -1% | 32% | 0% | -3% | 0.5 | 21% |
| CC(=O)c1ccc(NC(=O)CCCN2C(=O)/C(=C/C(C)=C/c3ccccc3)SC2=S)cc1 | -5% | 4% | 1% | -5% | -18% | -24% | -5% | -0.7 | 24% |
| NC(=O)c1ccc(NS(=O)(=O)c2ccc(Br)s2)cc1 | x | 9% | 12% | x | x | -22% | 7% | 0.4 | -29% |
| CCN1CCc2nc(NC(=O)c3ccc4c(c3)OCCO4)sc2C1 | -4% | 10% | 19% | -9% | 15% | 0% | 1% | 16 | 21% |
| CCC(C)(C)NC(=O)C(c1ccncc1)N(C(=O)c1sc(C)nc1C)c1ccc(F)cc1 (stereo not given) | 1% | 3% | 2% | -7% | 18% | 0% | 2% | -0.8 | 53%[activator] |
| Cc1ccc(C(=O)COC(=O)c2n[nH]c(=O)c3ccccc23)cc1 | -1% | 8% | 19% | u | 1% | u | -15% | 0.2 | 12% |
| NC(=O)CSc1nc2ccccc2nc1SCC(N)=O | -1% | 6% | -1% | -9% | -24% | -1% | 0% | -0.1 | 48%[activator] |
| CC1CC(c2ccccc2)n2nc(NC(=O)CCc3ccccc3)nc2N1 (stereo not given) | 0% | 4% | -2% | u | 2% | 0% | -9% | -0.1 | 5% |
| Cc1oc(S(=O)(=O)N2CCOCC2)cc1C(=O)Nc1ccc(F)cc1 | -7% | -2% | -2% | -6% | -6% | 6% | -6% | -0.3 | 44%[activator] |
| Cn1c(CNC(=O)C(Cc2ccccc2)NC(=O)c2ccccc2)cc(=O)n(C)c1=O (stereo not given) | -1% | -5% | 9% | -2% | 8% | 0% | 6% | -0.7 | 15% |
| COc1cc(/C=N/n2cnnc2)ccc1OCC(=O)N1CCOCC1 | 2% | -1% | -1% | -9% | -11% | -19% | -10% | 1.1 | 230%[activator] |
| COc1ccc(S(=O)(=O)N(C)C)cc1NC(=O)C1CCN(c2ncnc3sc(C)c(C)c23)CC1 | x | 3% | x | x | x | -3% | -14% | x | 15% |

Quoted from the listing.
Value for COc1cc(Cl)c(C)cc1NC(=O)[C@@H]1CCCN1C(=O)c1cccs1 in BLM helicase inh: 3%
Value for Cn1c(CNC(=O)C(Cc2ccccc2)NC(=O)c2ccccc2)cc(=O)n(C)c1=O (stereo not given) in POLI inh: 15%
Value for O=C(O)CSc1nc2ccc(Br)cc2[nH]1 in Pol kappa inh: -4%
